High-throughput results as filed in PubChem.
KCNK3 inh = human KCNK3 channel inhibition, primary screen; AID 602410; O14649; hit rate 0.84% among 340,000; CHO-KCNK3 thallium flux, FluxOR fluorescence; hits give low values; B-score at 10 µM;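 active = B-score under library mean minus 4 SD, starting fluorescence ratio at most library mean plus 5 SD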;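 note: more negative B-score means stronger inhibition of thallium flux through KCNK3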
KCNQ1 block = blocks the human KCNQ1 potassium channel. CHO-K1 KCNQ1, FluxOR thallium flux fluorescence; hits give high values. hit rate 1.3% among 310,000. B-score at 10 µM. P51787;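 active = compounds whose thallium flux B-score, printed positive for inhibition, exceeds three library SD while starting fluorescence stays within three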;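 note: channel opened by potassium depolarization with thallium stimulus after 20 min compound exposure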
GSK3B inh = inhibitors of human GSK3beta kinase; GST-GSK3beta kinase, ADP-Glo luminescence, 60 min; hits give low values; activity score (negative = inhibition), % at 10 µM; hit rate 0.038% among 300,000; P49841; AID 2097;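 active = more than half of replicate wells score below -50%, meaning over 50% inhibition versus plate controls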;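 note: 0% = median DMSO wells and -100% = median GW8510 positive control wells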
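Test system – GST-tagged human GSK3beta kinase, cell-free · Incubation – 60 min enzyme reaction, room temperature · Signal – ADP-Glo luminescence · Also added – peptide substrate and ATP at 25 µM · Controls – DMSO neutral wells and GW8510 at 20 µM as positive · Buffer or medium – Tris/MgCl2 kinase buffer · Measure – Luminescence-derived activity versus plate DMSO and GW8510 wells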
KCNQ1 act = potentiators or activators of human KCNQ1 potassium channel. P51787. CHO-K1 KCNQ1, thallium flux FluxOR fluorescence; hits give high values. B-score at 10 µM. hit rate 0.35% among 310,000. AID 2648;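 active = fluorescence ratio B-score, a plate-corrected score, at least three library SD, with initial intensity B-score within 5 SD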
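Test system: CHO-K1 cells stably expressing KCNQ1 / Medium: assay buffer / Also added: depolarizing K+/Tl+ stimulus, K2SO4 and Tl2SO4 each 12.5 mM in 5x stock / Incubation: 90 min dye loading and 20 min compound exposure, both at room temperature / Signal: thallium influx via FluxOR fluorescence, kinetic imaging / Evaluation: B score of baseline-normalized fluorescence ratio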
GSK3A inh = human GSK-3 alpha kinase inhibition; AID 2650; inhibition, % at 10 µM; ADP-Glo luminescence, 60 min; hit rate 0.1% among 320,000; P49840;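 in the data active = inhibition above about 50%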;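 note: GST-tagged GSK-3 alpha with peptide substrate and 25 µM ATP; 0% = DMSO neutral wells and 100% = GW8510 positive control wells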
Target sequence (P49840 whole entry, looked up): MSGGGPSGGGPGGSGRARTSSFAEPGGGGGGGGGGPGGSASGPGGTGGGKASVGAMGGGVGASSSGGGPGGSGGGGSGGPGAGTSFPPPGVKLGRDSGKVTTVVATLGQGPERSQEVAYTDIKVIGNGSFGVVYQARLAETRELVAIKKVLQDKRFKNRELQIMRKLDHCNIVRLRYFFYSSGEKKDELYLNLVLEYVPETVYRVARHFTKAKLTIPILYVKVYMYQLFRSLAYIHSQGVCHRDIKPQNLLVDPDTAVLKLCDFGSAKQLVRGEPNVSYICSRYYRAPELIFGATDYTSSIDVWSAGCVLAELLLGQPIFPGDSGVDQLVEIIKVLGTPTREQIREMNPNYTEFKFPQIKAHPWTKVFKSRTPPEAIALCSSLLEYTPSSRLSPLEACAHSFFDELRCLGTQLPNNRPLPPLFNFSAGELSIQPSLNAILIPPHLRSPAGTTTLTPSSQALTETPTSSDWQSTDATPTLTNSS
DYRK1A inh = Dyrk1A (rat) kinase inhibition; Q63470; inhibition, % at 12.5 µM; ADP-Glo luminescence, NFATc1 peptide; hit rate 0.43% among 310,000; in the data active = inhibition above about 50%;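 note: plate controls were vehicle with enzyme for no effect and no enzyme for full effect; many of its hits are not listed in these tables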
RGS4 block = human RGS4 inhibition; B-score at 10 µM; HEK293 M3R/RGS4 inducible, Fluo-4 calcium flux; hits give high values; triggered by carbachol at its EC20; P49798; hit rate 0.45% among 310,000;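 active = B-score, a plate-corrected calcium signal, over three deviations above library mean, with baseline fluorescence within five deviations of library mean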;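 note: RGS4 expression induced by doxycycline in cells with stable M3 receptor; B-score is computed from the integrated fluorescence ratio over baseline after carbachol; higher B-score means a larger calcium signal and so more RGS4 inhibition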
Target sequence (P49798 whole entry, looked up): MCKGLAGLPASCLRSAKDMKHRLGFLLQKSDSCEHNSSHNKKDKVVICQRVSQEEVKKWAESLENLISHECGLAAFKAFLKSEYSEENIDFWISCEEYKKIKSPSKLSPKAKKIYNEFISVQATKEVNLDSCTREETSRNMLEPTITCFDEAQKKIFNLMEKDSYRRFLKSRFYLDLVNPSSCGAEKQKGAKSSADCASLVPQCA
KCNK9 block = inhibitors of human KCNK9 two-pore domain potassium channel; AID 488922; HEK293 KCNK9, FluxOR thallium flux fluorescence; hits give low values; Q9NPC2; B-score at 10 µM; hit rate 1.2% among 310,000;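 active = ratio B-score over 3 SD below the library mean, with starting fluorescence within 5 SD of its mean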;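 note: negative B-score means less thallium flux so channel inhibition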
Target sequence (Q9NPC2 whole entry, looked up, the tested form may be a part): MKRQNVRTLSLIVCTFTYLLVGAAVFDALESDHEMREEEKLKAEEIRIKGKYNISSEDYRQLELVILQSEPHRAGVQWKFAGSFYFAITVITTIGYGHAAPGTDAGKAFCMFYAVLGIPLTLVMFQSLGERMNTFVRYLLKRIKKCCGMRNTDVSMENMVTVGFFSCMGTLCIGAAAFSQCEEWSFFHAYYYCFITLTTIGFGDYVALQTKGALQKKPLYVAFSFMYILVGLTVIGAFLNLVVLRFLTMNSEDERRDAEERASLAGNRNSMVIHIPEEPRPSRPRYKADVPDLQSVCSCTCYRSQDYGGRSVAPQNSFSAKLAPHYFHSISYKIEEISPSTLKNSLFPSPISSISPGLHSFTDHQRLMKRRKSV
hERG rescue = shields human hERG channel from block by proarrhythmic agents; activation (rescue from dofetilide block), less the hit threshold, % at 10 µM; Q12809; CHO-hERG, FluxOR thallium flux, dofetilide IC70 present; hit rate 0.51% among 310,000;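 active = activation above the mean of controls blocked by dofetilide plus 5 SD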;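 note: thallium influx through hERG after potassium depolarization seen as dye fluorescence rise; in these data hits start at about 4.7%; inactives centre near -7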
RGS4 pot = potentiators or activators of RGS4; HEK293 M3R/inducible RGS4, carbachol calcium flux Fluo4; hits give low values; B-score at 10 µM; hit rate 0.92% among 310,000; AID 463111;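 active = B-score of the integrated calcium signal more than 4 SD below the library mean, with starting fluorescence not abnormally high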;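 note: negative B-score means reduced calcium response which marks RGS4 activation or potentiation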
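Reagent: ECmax carbachol challenge; Test system: M3R-expressing HEK293 line, RGS4 induced by doxycycline; Schedule: overnight RGS4 induction, 30 min dye load 37 °C, 20 min compound RT; Detection: calcium dye Fluo4 fluorescence; Read-out: Agonist-evoked peak-minus-minimum fluorescence over baseline, integrated ratio, B score.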
PolyA inh = blocks polyadenylation in yeast reporter cells; S. cerevisiae SKY197-pL101 polyadenylation reporter, beta-gal luminescence; efflux-impaired pdr1/pdr3 knockout yeast; score 100 = 6 SD above DMSO; hit rate 0.02% among 300,000; calls only at 12 µM;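 active = lowest replicate activity score at least 50, where 100 means six control SD above control mean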;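 note: yeast exposed to compound for 9 h at 30 °C; higher score means more reporter readthrough which indicates perturbed polyadenylation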
Numbers without * were called inactive; i = inactive; . = no result given. Only part of the results is shown; count on the stated rates, not on these rows.

SMILES	RGS4 pot	KCNK3 inh	GSK3A inh	KCNQ1 block	hERG rescue	KCNK9 block	RGS4 block	PolyA inh	GSK3B inh	KCNQ1 act	DYRK1A inh
CC(=O)N=c1sc2cc(C)ccc2n1C	i	i	-4.2	i	0.4	i	i	i	-2.6	i	-4.5
Clc1ccc(OC2CCN(Cc3nc(CC4CC4)no3)CC2)cc1	i	i	-3.6	i	-6.7	i	i	i	0.2	i	-2.2
CCOC(=O)C1(CCCc2ccccc2)CCN(C(=O)C2CCCN(C(N)=O)C2)CC1 (stereo not drawn)	i	i	-1.6	i	-8.8	i	i	i	2.9	i	8.0
Cc1ccc(CC(=O)OCC(=O)NC2CCCC(C)C2C)cc1C (stereo not drawn)	i	i	-2.8	i	-2.8	i	i	i	1.0	i	.
Cc1nccc(-c2ccc(-n3cnc4ccccc43)cc2)n1	i	i	-0.2	i	-7.4	i	i	i	1.2	i	4.6
CC(C)OC(=O)c1cccnc1SCC(=O)N(C)c1ccccc1	i	i	-2.9	i	-13.4	i	i	i	-16.2	i	13.7
C=CCNC(=O)c1c(CSc2ccc(Cl)cc2)noc1C(=O)NCCC	i	i	-0.3	i	-4.7	i	i	i	-6.7	i	0.4
CCC1CCc2sc(C(=O)NC3CCN(Cc4ccccc4)CC3)cc2C1 (stereo not drawn)	i	i	0.1	i	-19.9	i	i	i	3.3	i	2.9
COc1ccc(/C=C/C(=O)Nc2cc(C)nn2-c2nc3ccccc3n2Cc2cccc([N+](=O)[O-])c2)cc1	i	i	-1.1	i	-3.4	i	i	i	4.0	i	0.7
Cc1cccc(NS(=O)(=O)c2ccc3[nH]c(=O)cc(C(=O)OC(C)C(=O)Nc4ccc([N+](=O)[O-])cc4)c3c2)c1 (stereo not drawn)	i	i	-2.9	i	-17.6	i	i	i	-0.7	i	.
Cc1cc(C(=O)N2CCC(C)CC2)on1	i	i	-6.0	i	-15.3	i	i	i	-1.0	i	3.0
COC1CCN(C(=O)CC2C(=O)NCCN2CC(C)(C)C)CC1 (stereo not drawn)	i	i	-3.7	i	-5.0	i	i	i	3.9	i	-4.7
Cc1cc(C)cc(-c2nnc(SCc3ccc(C(=O)O)cc3)o2)c1	i	i	-5.3	i	-5.0	i	i	i	0.3	i	-6.6
Cc1ccccc1Oc1ccccc1N	i	i	-3.9	i	-7.0	i	i	i	-3.0	i	-0.1
COC(=O)c1cscc1NC(C)=O	i	i	-2.7	i	-6.4	i	i	i	6.0	i	5.0
CCC(=O)n1nc(-c2ccc(Cl)cc2)nc1SC	i	i	-0.6	i	-4.2	i	i	i	2.3	i	7.7
CS(=O)(=O)c1ccccc1C(=O)Nc1ccc(-c2nc3ccccc3o2)cc1	i	i	-0.8	i	-6.1	i	i	i	0.8	i	.
O=C(CCCCCN1C(=O)c2ccccc2C1=O)Nc1ccc(C(=O)O)cc1	i	i	-2.8	i	-3.0	i	i	i	2.0	i	-2.3
COc1ccc(C)cc1NC(=O)CSc1nnnn1C1CCCC1	i	i	-1.9	i	-8.4	i	i	i	-2.4	i	-1.5
CN(C)S(=O)(=O)c1cccc(COC(=O)c2cnccn2)c1	i	i	-4.3	i	-6.2	i	i	i	1.2	i	-5.2
CCC(=O)Nc1ccc(C(=O)N/N=C/c2ccccc2[N+](=O)[O-])cc1	i	i	-2.2	i	-0.3	i	i	i	0.0	i	-0.7
CCCN1Cc2cccc(C(=O)NCc3cccs3)c2C1=O	i	i	0.6	i	3.6	i	i	i	-1.8	i	6.8
COc1cc(/C=C2\SC(=S)N(CC(=O)O)C2=O)ccc1OC(=O)c1ccco1	i	i	-2.3	i	-10.1	i	i	i	3.6	i	4.4
Cc1nnc(NC(=O)C2CCCN2C(=O)Nc2ccccc2)s1 (stereo not drawn)	i	i	-1.5	i	-6.0	i	i	i	2.4	i	-2.0
CC1C(=O)C(C)C(c2ccc(O)cc2)NC1c1ccc(O)cc1 (stereo not drawn)	i	i	0.5	i	-3.9	i	i	i	0.7	i	-1.5
CN(C)CCCN(C(=O)COc1ccc(Cl)cc1)c1nc2c(F)cccc2s1	i	i	0.4	i	-19.9	i	i	i	2.0	i	-6.4
COc1ccc(-c2csc(N(Cc3ccco3)C(=O)c3cccs3)n2)cc1	i	i	-1.0	i	-20.6	-9.37*	i	i	-4.2	i	3.8
CC1(C)CC(NC(=S)Nc2ccc([N+](=O)[O-])cc2)CC(C)(C)N1	i	i	0.5	i	-4.5	i	i	i	1.8	i	-6.5
O=C(Cn1c(=O)n(Cc2ccco2)c(=O)c2c3c(sc21)CCCCC3)c1ccccc1	i	i	0.3	i	-5.5	i	i	i	-1.4	i	0.4
COc1ccc(S(=O)(=O)N2CCCCC2)cc1-n1cnnn1	i	i	2.1	i	-8.1	i	i	i	-1.6	i	-2.7
O=C(CCS(=O)(=O)c1cc2c(cc1Cl)NC(=O)CO2)NCc1ccc(F)cc1	i	i	.	i	-8.6	i	i	i	0.4	i	6.7
CCOC(=O)C1CCN(C(=O)c2cc3c(ccc4ccccc43)o2)CC1	i	i	0.0	i	-7.2	i	i	i	2.8	i	14.4
CCN(Cc1ccccc1)C(=O)Cn1c(C(C)O)nc2ccccc21 (stereo not drawn)	i	i	-0.8	i	-3.8	i	i	i	1.4	i	1.2
CCC(C)NC(=O)/C=C/c1ccc(S(=O)(=O)NCc2ccco2)cc1 (stereo not drawn)	i	i	-1.9	i	-8.9	i	i	i	2.0	i	.
O=c1[nH]c2ccccc2cc1CN(Cc1ccco1)S(=O)(=O)c1ccc(F)cc1	i	i	1.7	i	-8.0	i	i	i	-2.9	i	-5.8
O=C(Nc1ccc2oc(-c3ccncc3)nc2c1)c1ccc2c(c1)OCCO2	i	i	3.3	i	-8.9	i	i	i	6.8	i	-4.0

Arranged by molecular weight (rising): some entries from above.
SMILES	RGS4 pot	KCNK3 inh	GSK3A inh	KCNQ1 block	hERG rescue	KCNK9 block	RGS4 block	PolyA inh	GSK3B inh	KCNQ1 act	DYRK1A inh
CC1C(=O)C(C)C(c2ccc(O)cc2)NC1c1ccc(O)cc1 (stereo not drawn)	i	i	0.5	i	-3.9	i	i	i	0.7	i	-1.5
CCN(Cc1ccccc1)C(=O)Cn1c(C(C)O)nc2ccccc21 (stereo not drawn)	i	i	-0.8	i	-3.8	i	i	i	1.4	i	1.2
O=c1[nH]c2ccccc2cc1CN(Cc1ccco1)S(=O)(=O)c1ccc(F)cc1	i	i	1.7	i	-8.0	i	i	i	-2.9	i	-5.8

Two compounds drawn at random from those above:
SMILES	RGS4 pot	KCNK3 inh	GSK3A inh	KCNQ1 block	hERG rescue	KCNK9 block	RGS4 block	PolyA inh	GSK3B inh	KCNQ1 act	DYRK1A inh
CCC(=O)n1nc(-c2ccc(Cl)cc2)nc1SC	i	i	-0.6	i	-4.2	i	i	i	2.3	i	7.7
O=C(CCCCCN1C(=O)c2ccccc2C1=O)Nc1ccc(C(=O)O)cc1	i	i	-2.8	i	-3.0	i	i	i	2.0	i	-2.3

Going on with the list:
SMILES	RGS4 pot	KCNK3 inh	GSK3A inh	KCNQ1 block	hERG rescue	KCNK9 block	RGS4 block	PolyA inh	GSK3B inh	KCNQ1 act	DYRK1A inh
Cc1ccnc(NC(=O)CNC(=O)C23CC4CC(CC(C4)C2)C3)c1	i	i	2.9	i	-9.5	i	i	i	-1.7	i	2.4
Cc1ccc(OCC(=O)Nc2ccccc2[N+](=O)[O-])c(Br)c1	i	i	5.4	i	-9.2	i	i	i	1.4	i	0.6
CCOc1ccc(/C=C2/SC(=S)N(CCC(=O)Nc3ccc(C(=O)O)cc3)C2=O)cc1	i	i	0.7	i	-5.2	i	i	i	-2.0	i	5.1
CCCc1cc(=O)[nH]c(SCc2ccc(F)cc2)n1	i	i	-1.6	i	-6.5	i	i	i	-3.9	i	-4.4
Cc1cc(NC(=O)c2ccc(Cl)cc2)c(C(C)C)cc1O	i	i	2.2	i	-7.4	i	i	i	1.7	i	-1.0
COc1ccc(C(=O)N2CC3(C)CC2CC(C)(C)C3)cc1OC (stereo not drawn)	i	i	-3.1	i	-5.1	i	i	i	-6.3	i	7.7
O=C(COC(=O)c1ccccc1O)NCCC1=CCCCC1	i	i	1.4	i	-7.0	i	i	i	-1.1	i	-3.9
Cc1nn(CCc2nn[nH]n2)c2nc(-c3ccccc3)cc(C(F)(F)F)c12	i	i	0.0	i	-1.3	i	i	i	1.8	i	-0.4
CN(/N=C/c1ccc(Br)o1)C1=NS(=O)(=O)c2ccccc21	i	i	0.1	i	-7.3	i	i	i	3.8	i	1.6
O=C(Nc1ccc(C(=O)N2CCOCC2)cc1)Nc1cccc2ccccc12	i	i	4.7	i	-9.7	i	i	i	-1.3	i	6.3
COc1cc(CCC(=O)NCCc2ccc(F)cc2)cc(OC)c1OC	i	i	2.0	i	-6.6	i	i	i	-0.5	i	-5.9
O=C(NC1CCN(C(=O)Nc2cccc(F)c2)CC1)c1ccco1	i	i	-1.1	i	-2.3	i	i	i	-0.3	i	-3.3
CCOC(=O)CSC1=C(C#N)C(c2ccc3c(c2)OCO3)CC(=O)N1 (stereo not drawn)	i	i	-0.4	i	-7.6	i	i	i	2.2	i	-3.9
Cc1ccc2nc(/C(C#N)=C\c3cc(C)n(-c4cccc([N+](=O)[O-])c4)c3C)[nH]c2c1	i	i	1.9	8*	-12.0	i	i	i	2.0	i	-5.6

Complete entries, looked up by structure. Screens in order: RGS4 pot, KCNK3 inh, GSK3A inh, KCNQ1 block, hERG rescue, KCNK9 block, RGS4 block, PolyA inh, GSK3B inh, KCNQ1 act, DYRK1A inh
`COc1ccc(C(=O)N2CC3(C)CC2CC(C)(C)C3)cc1OC` (stereo not drawn) as listed: i, i, -3.1, i, -5.1, i, i, i, -6.3, i, 7.7
`CCCc1cc(=O)[nH]c(SCc2ccc(F)cc2)n1` as listed: i, i, -1.6, i, -6.5, i, i, i, -3.9, i, -4.4
